mHTT CaM bind = mHTT-calmodulin interaction abrogation. P42858. AlphaScreen His-mHTT/GST-CaM binding, luminescence. inhibition, % at 15 µM. hit rate 3.6% among 190,000;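 also: 0% = both proteins with DMSO and 100% = one protein alone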
Pf apPOL inh = Pf-apPOL DNA polymerase inhibition; Recombinant Pf-apPOL, molecular beacon fluorescence, 1.5 h; inhibition, % at 10 µM; hit rate 0.25% among 210,000
The depositor's hits bear a star; nt = no result given; & = joins results of further samples; ! = not confirmed by another sample. Rule as the data show it: active = inhibition above about 50%; inactive = the rest.

SMILES	mHTT CaM bind	Pf apPOL inh
NCCNc1ccc([N+](=O)[O-])c(N2CCCCC2)c1	14	0
CC(Oc1cccc2cccnc12)C(=O)O (centres undefined)	2	-2
O=C(Cc1ccc(Cl)cc1)NC1CCN(c2nnc3ccc(C(F)(F)F)cn23)CC1	2	-1
O=S(=O)(c1ccccc1)N1CCC(n2c(-c3ccoc3)nc3cccnc32)C1 (centres undefined)	6	-1
Cc1[nH]c2ccccc2c1CC#N	nt	-16
COc1ccc(CCNC(=O)C2CC(=O)N(CCc3ccc(C)cc3)C2)cc1OC (centres undefined)	-3	-5
CCOC(=O)c1nc2ccccc2c(=O)n1N=Cc1cc(Cl)cc(Cl)c1O	nt	17
FC(F)(F)c1c(Cl)nc(Cl)c(Cl)c1Cl	-2	2
COc1ccc(CNC(=O)CCC2CCCN(C(=O)Nc3ccc(Cl)cc3)C2)cc1 (centres undefined)	1	1
COc1ccc(-c2oncc2-c2ccc3c(c2)OCCO3)c(O)c1	10	1
Cc1ccc(SCCC(=O)Nc2nccs2)cc1	-7	1
CCc1noc(C2(NC(=O)c3ccc(C(C)C)cc3)CCCCC2)n1	3	1
CN(C)c1ccc(C=NC2=NN(c3cccc(C(F)(F)F)c3)CC2)cc1	19	0
Cc1ccc(NS(=O)(=O)c2ccc(NS(=O)(=O)c3ccc4c(c3)OCCO4)cc2)c(C)c1	0	0
O=C(Nc1cccs1)N1CCCC(c2nnc(-c3ccc4c(c3)OCO4)o2)C1 (centres undefined)	26	15
Cc1nn(C)c2c(=O)n(CC(=O)NC(C)c3ccccc3)ccc12 (centres undefined)	-7	0
COc1cc(/C=C2\SC(=O)N(c3ccccc3)C2=O)cc(Br)c1O	8	-6
CCOC(=O)c1cc2nc3sccn3c2s1	nt	-3
Cc1ccc(N(CC(=O)N2CCC(C(N)=O)CC2)S(C)(=O)=O)cc1	2	-1
CCCOc1nccnc1NC1CCN(C(=O)NCC)CC1	1	-6
COc1ccc(OC)c(N=C2SCC(=O)N2Cc2ccccc2)c1	3	-4
O=C(NCc1cccnc1)c1ccc(-c2ccc(Br)cc2)o1	20	-1
O=S(=O)(CCN1CCN(Cc2ccccc2)CC1)c1ccc(F)cc1	nt	-5
Cc1noc(-c2ccco2)c1NC(=O)NN(C)C	nt	2
CC(=O)Nc1ccc(S(=O)(=O)N2CCN(c3ccccc3F)CC2)cc1	3	-12
OCc1csc2ccc(Cl)cc12	nt	-7&-10
CC(=O)Nc1ccc(/C=C2\OC(=O)c3c2cc(C)[nH]c3=O)cc1	2	-4
COc1ccc(-n2nc(C(=O)Nc3cccc(NC(C)=O)c3)c3ccccc3c2=O)c(OC)c1	-1	1
Cc1ccccc1NC(=O)C1CCCN(c2ncc(-c3cccc(F)c3)cn2)C1 (centres undefined)	-2	2
COc1ccccc1CNC(=O)c1cc(Br)ccc1Cl	-3	3
C=CCSc1nc(-c2ccccc2)nc2c1CCCC2	-50	-6
Cc1cc(C)c(C(=O)CC2(O)C(=O)Nc3ccc(Cl)cc32)c(C)c1 (centres undefined)	15	-3
CC(Oc1ccccc1)C(=O)NCc1ccc(Cl)cc1 (centres undefined)	-17	-4
CC(C)CC(=O)N1CC(=O)NC(=O)C1	-1	-6
O=C(CSc1n[nH]c(-c2ccncc2)n1)c1ccc(O)c(O)c1	84*!	-1&-2
O=C(OC1CCCCC1)c1cc2cc([N+](=O)[O-])ccc2oc1=O	2	-9
O=C(NC(=O)c1ccc(F)c(Cl)c1)NN(Cc1c(F)cccc1Cl)c1ccccc1	nt	-12
CC1CCN(Cc2cc(=O)oc3ccc(O)cc23)CC1	4	-6
COC(=O)c1sccc1-c1ccc(C(C)=NNc2c([N+](=O)[O-])cc(C(F)(F)F)cc2[N+](=O)[O-])o1	nt	-1
CSc1cccc(NC(=O)N2CCCC(C)(C(=O)NCc3ccccc3)C2)c1 (centres undefined)	-2	1
O=c1c2ccc(F)cc2ncn1C1CCN(S(=O)(=O)c2cccc(F)c2)CC1	1	-4
Cc1ccc(NC(=O)C2CCN(c3ccc(F)c(Cl)c3)C2=O)cc1 (centres undefined)	7	0
COc1ccc(NC(=O)COc2ccc([N+](=O)[O-])cc2)cc1OC	-2	-4
Cc1nc2n(CC(=O)N3CCCC3)c3ccccc3n2n1	-1	-6
O=C(NCc1ccc(Cl)cc1)N1CCC(COCc2ccccc2)CC1	1	-67
COC1=C(N2CCOCC2)C(=O)c2ccccc2C1=O	-3	-10
COCOCCn1cc(CN2CCS(=O)(=O)N(Cc3ccc(-c4ccc(Cl)cc4)cc3)C(CC(C)C)C2=O)nn1 (centres undefined)	54*	-23
O=[N+]([O-])c1cc(F)c(N2CCCC2)cc1N1CCCC1	59*	1
CCCn1c(=O)c(N2CCC(NC(=O)Nc3ccccc3OCC)CC2)nc2ccccc21	4	-2
COc1ccc(C2=N/C(=C\c3ccccc3F)C(=O)O2)c(Cl)c1	3	-6
CCOc1ccccc1NC(=O)c1ccc(Cl)cc1	-20	-6
CCOc1ccc(-c2cc(C(=O)N3CCN(c4ccccn4)CC3)c3ccccc3n2)cc1	-3	-7
O=C(CN1CCN(C(=O)Nc2ccc(Cl)cc2)CC1=O)NCCCN1CCCCCC1	22	2
COc1ccc(OC)c(C2=NOC(C(=O)Nc3ccc(F)cc3F)C2)c1 (centres undefined)	-11	-3
N#Cc1c(N=Cc2cc(Br)c(O)cc2O)sc2c1CCCC2	6	-7
COC(=O)c1cnc2nc(C)ccc2c1Nc1ccc(Cl)cc1	62*	-8
Ic1cccc(-c2nnc(-c3ccccc3)o2)c1	-18	1
Cc1ccc(C(=O)Nc2nn[nH]n2)cc1S(=O)(=O)N1CCOCC1	-10	-7
O=C(Cn1c(NCCO)nc2ccccc21)c1ccc(Cl)c(Cl)c1	21	-1
O=C(NCC1(c2cccs2)CCOCC1)C(=O)Nc1cccnc1	-18	-1

(next part)
SMILES	mHTT CaM bind	Pf apPOL inh
CCC(Oc1ccccc1)C(=O)Nc1ccc(C)c([N+](=O)[O-])c1 (centres undefined)	2	-4
C=CCN1C(=O)NC(=O)/C(=C/c2ccc(OCc3ccccc3F)c(OCC)c2)C1=O	6	2
CCC(=O)N1CCN(c2nc3c(s2)CC(C(=O)NCCc2cccnc2)CC3)CC1 (centres undefined)	1	0
O=[N+]([O-])c1ccc2c(c1)S(=O)(=O)c1cc([N+](=O)[O-])ccc1-2	3	-3
CCN1CCN(CC2CC3C=CC2C3)CC1 (centres undefined)	0	-1
COc1ccccc1/C=C/C1=NC(=C\c2coc3ccccc3c2=O)/C(=O)O1	7	-2
COc1ccc(C2=NOC(C(=O)NCc3ccccn3)C2)cc1 (centres undefined)	-7	2
COc1ccc2cc(S(=O)(=O)n3ccnc3)ccc2c1	-28	-1
CCOC(=O)C(C#N)=Cc1ccc(N(C)C)cc1Cl	nt	1
CSCCC(NC(=O)c1ccc(C(F)(F)F)cc1)C(=O)NNS(=O)(=O)c1ccccc1Cl (centres undefined)	nt	-4
O=C(NCCc1cccs1)c1cc2n(n1)CCCN(Cc1cccc(F)c1)C2=O	-5	-3
CCc1noc(Cn2ccnc2C)n1	-6	-3
COc1nccc(N2CCC(CC(=O)NCCCN3CCN(C)CC3)CC2)n1	0	-2
CCNc1cc(N2CCCC(CCC(=O)N3CCN(C4CCCCC4)CC3)C2)ncn1 (centres undefined)	16	-5
COc1ccc(Cn2cc(CN3CC(N4CCN(CCN(C)C)CC4)CS3(=O)=O)nn2)cc1 (centres undefined)	-12	0
CN(C)C(=O)c1cc2c(s1)CCC(C(=O)N1CCOCC1)C2 (centres undefined)	-3	-3
C=C(C)COc1ccc2c3c(c(=O)oc2c1OCC(=C)C)CCC3	-13	-7
COc1ccc(CCN2C(=O)CC(NCc3ccc4c(c3)OCO4)C2=O)cc1OC (centres undefined)	4&10	-1&-3
COc1cccc(CNC(=O)CCSCc2ccccc2F)c1	2	-13
Cc1ccc2nc3c(cc(S(=O)(=O)c4ccccc4)c(=N)n3C3CCCC3)c(=O)n2c1	-2	-14
CCCS(=O)c1ccccc1 (centres undefined)	-11	0
Cc1cccc(S(=O)(=O)N2CCSC2c2cccc(Cl)c2)c1 (centres undefined)	-74	-2
C1CCC(N2CCC(N3CCCCC3)CC2)CC1	5	-5
Cc1onc(-c2c(Cl)cccc2Cl)c1C(=O)NOC(=O)c1cccs1	nt	-10
CCn1c(=S)[nH]c2c(=O)[nH]cnc21	-1	nt
Cc1ccc(-c2ccc(CN3C(C(C)C)C(=O)N(Cc4cn(Cc5ccco5)nn4)CCS3(=O)=O)cc2)cc1 (centres undefined)	65*	-6
COc1ccc(C2=NN(C(C)=O)C(c3cc4cc(C)ccc4nc3Cl)C2)cc1OC (centres undefined)	-3	2
COc1ccccc1C(=O)N1CCC(c2noc(-c3ccccc3)n2)CC1	5	-1
O=C(CCc1ccccc1)NCc1cccc(CNC(=O)CCc2ccccc2)c1	-1	3
Cc1nccn1-c1cc(N2CCN(C(=O)COc3ccc(Cl)cc3Cl)CC2)ncn1	2	-16
O=C(Nc1ccccc1Br)C1CCN(C(=O)c2ccc(F)cc2)CC1	-2	0
CCCc1cc(C2CCCN2C(=O)c2cc(-c3ccc(OC)c(OC)c3)on2)no1 (centres undefined)	5	-5
Cc1ccc(C(=O)NC(=NC(C)(C)C)C(Cl)(Cl)Cl)cc1	-2	-6
CC1(C)Cc2c(sc3nc4n(-c5ccccc5)c(-c5ccccc5)nn4c(=O)c23)CO1	12	0
O=C(c1ccc2c(c1)OCO2)N1CCC(CCOCc2cccc(F)c2)CC1	-4	-5
O=C(Nc1cccc([N+](=O)[O-])c1)C(Cc1ccccc1)N1C(=O)C2C3C=CC(C3)C2C1=O (centres undefined)	-1	1
CS(=O)(=O)N1CC(C(=O)Nc2ccc(F)cc2)C2(CCCCC2)C1 (centres undefined)	5	-9
O=C(Nc1ccc2c(c1)CN(C(=O)C1CC1)CC2)NC1CC1	-1	-3
CSc1cccc(NC(=O)N2CCC(N3CCN(Cc4ccc(C)cc4)C3=O)CC2)c1	13	1
CCC(C)c1ccccc1OCCNC(C)C (centres undefined)	1	-2
Nc1ccc(CCC(=O)O)cc1	5	-5
Cc1ccc(SCC(=O)Nc2ccc3c(c2)OCCO3)cc1	-4	-2
O=c1[nH]c(CN2CCOCC2)nc2scc(-c3ccccc3Cl)c12	3	0
O=C(O)CC1(CC(=O)Nc2ccccc2-n2cccn2)CCCCC1	nt	1
O=C(Nc1cccc(Cl)c1)c1cc(S(=O)(=O)NCc2ccccc2Cl)ccc1F	19	-3
Cc1ccc(N=Cc2nc(-c3ccc([N+](=O)[O-])cc3)oc2O)c(C)c1	3	-2
CCOc1ccccc1C(=O)NCc1nc(C)no1	-9	-6
Cc1n[nH]c(C)c1Sc1ccccc1N=Cc1ccc2c(c1)OCO2	4	-2
Cc1ccc(COc2ccccc2C2C3=C(CCCC3=O)NC3=C2C(=O)CCC3)cc1	6	-3
COc1cc(OC)cc(C(=O)Nc2c3c(nn2-c2cccc(C)c2C)CS(=O)C3)c1 (centres undefined)	8	0
O=C(O)CCCN1C(=O)CSC1=S	-5	nt
FC(F)(F)c1ccc(-c2nnc(-c3cccs3)o2)cc1	nt	-8
N=C1/C(=C/c2ccco2)C(=O)N=C2SC(C3CCCCC3)=NN12	6	1
O=C1c2ccccc2NC(c2ccc(Cl)cc2)N1c1ccc(F)cc1 (centres undefined)	2	-1
COc1ccc(N2C(=O)CCC(C(=O)NC3CCCC(C)C3C)C2c2ccc(F)cc2)cc1 (centres undefined)	32	6
COc1ccc(C(=O)/C=C2/NC(=O)CS2)cc1	-7	77*
O=C(NCc1cccnc1)c1nc(-c2cccc(F)c2)n2c1CCCCC2	10	1
CCc1cc([N+](=O)[O-])c(O)c(C(C)(C)C)c1	-2	-3
O=C(c1ccc(F)cc1F)N1CCN(c2ccc([N+](=O)[O-])cc2F)CC1	16	4
Nc1ccc(Nc2ccc([N+](=O)[O-])cc2)cc1	52*	-5

(more compounds)
SMILES	mHTT CaM bind	Pf apPOL inh
CC(C)C(=O)NC1CCN(c2ccccc2C(=O)N(C)C2CCCCC2)CC1	16	-7
COc1cccc(CN2CCC3(CC2)N=C(c2ccccc2)C(=O)N3)c1	58*	1
COc1cccc2cc(C(=O)Nc3cc(C)ccn3)c(=O)oc12	0	-3
CCOC(CNC(=O)c1ccc(CNS(=O)(=O)c2ccc(C)cc2)cc1)OCC	3	-4

Two entries from above, set out differently.
> CC(C)C(=O)NC1CCN(c2ccccc2C(=O)N(C)C2CCCCC2)CC1
  mHTT CaM bind: 16	Pf apPOL inh: -7

> COc1cccc(CN2CCC3(CC2)N=C(c2ccccc2)C(=O)N3)c1
  mHTT CaM bind: 58*	Pf apPOL inh: 1

A draw from above in order of molar mass, low to high:
SMILES	mHTT CaM bind	Pf apPOL inh
O=C(O)CCCN1C(=O)CSC1=S	-5	nt
CCc1cc([N+](=O)[O-])c(O)c(C(C)(C)C)c1	-2	-3
Nc1ccc(Nc2ccc([N+](=O)[O-])cc2)cc1	52*	-5
COc1ccc(C(=O)/C=C2/NC(=O)CS2)cc1	-7	77*
FC(F)(F)c1ccc(-c2nnc(-c3cccs3)o2)cc1	nt	-8
COc1cccc2cc(C(=O)Nc3cc(C)ccn3)c(=O)oc12	0	-3
N=C1/C(=C/c2ccco2)C(=O)N=C2SC(C3CCCCC3)=NN12	6	1
COc1cccc(CN2CCC3(CC2)N=C(c2ccccc2)C(=O)N3)c1	58*	1
Cc1n[nH]c(C)c1Sc1ccccc1N=Cc1ccc2c(c1)OCO2	4	-2
O=C1c2ccccc2NC(c2ccc(Cl)cc2)N1c1ccc(F)cc1 (centres undefined)	2	-1
O=C(NCc1cccnc1)c1nc(-c2cccc(F)c2)n2c1CCCCC2	10	1
O=C(c1ccc(F)cc1F)N1CCN(c2ccc([N+](=O)[O-])cc2F)CC1	16	4
CCOC(CNC(=O)c1ccc(CNS(=O)(=O)c2ccc(C)cc2)cc1)OCC	3	-4
COc1cc(OC)cc(C(=O)Nc2c3c(nn2-c2cccc(C)c2C)CS(=O)C3)c1 (centres undefined)	8	0
COc1ccc(N2C(=O)CCC(C(=O)NC3CCCC(C)C3C)C2c2ccc(F)cc2)cc1 (centres undefined)	32	6

Screening results deposited in PubChem BioAssay by University of Kansas High Throughput Screening Laboratory.
